Compound activity from PubChem.
NPR1 activator: GC-A (human) enzyme activation | hit rate 0.14% among 370,000 | P16066 | HEK293 GC-A cells, cGMP TR-FRET, EC30 ANP; 0% at EC30 ANP, 100% saturating ANP | activation, % at 10 µM; in the data active means activation above about 40%
DAX1 inh-1: DAX1 (NR0B1) inhibition, primary screen | HEK293T StAR-luciferase reporter, SF-1/DAX-1 repression relief | inhibition, % at 6.8 µM | hit rate 1.1% among 370,000 | AID 652010;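 active means inhibition above the mean over all tested compounds plus 3 SD, cut at about 3.6% in these data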;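 further: 0% = DAX-1 cells with DMSO and 100% = cells lacking DAX-1 with DMSO; higher inhibition means more luminescence from relief of DAX-1 repression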
GAA850 FXN act: increases GAA850 frataxin promoter reporter activity. HEK293 lucGAA850 FXN promoter luciferase reporter, 24 h; percent of 10 µM SAHA response. activation, % at 6 µM. hit rate 0.56% among 360,000;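 active means activation above the average of all compounds screened plus 3 SD, cutoff fixed separately per campaign, cut at about 7.5% in these data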;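 further: 0% = DMSO wells and 100% = 10 µM SAHA wells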
sPLA2-III inh: Blocks human group III sPLA2 activity. Q9NZ20. QFRET BODIPY PC-A2 liposome hydrolysis, fluorescence. inhibition, % at 12.2 µM. hit rate 0.56% among 370,000. AID 743126;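 active means inhibition above mean plus 3 SD of compounds lying within the high and low control bounds, cut at about 19% in these data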;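 further: 0% = median of test compound wells and 100% = no enzyme DMSO wells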
hcDAF12 agonist: H. contortus DAF-12 activation, primary screen; HEK293 hcDAF-12 lit1-tk-luc reporter, luminescence; 0% DMSO, 100% Δ7-dafachronic acid; activation, % at 6.8 µM; hit rate 1.4% among 370,000;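 active means activation above the mean of all tested compounds plus 3 SD, cut at about 5.5% in these data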;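 further: 100% = response to 3 µM Δ7-dafachronic acid high control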
proKLK7 act: activators of human kallikrein-7 zymogen. P49862. purified proKLK7, EDANS-DABCYL substrate fluorescence; 100% is mature enzyme control, 0% vehicle. activation, % at 7 µM. hit rate 0.9% among 370,000;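 active means activation above the mean of all tested compounds plus 3 SD, computed per campaign excluding outliers beyond control limits, cut at about 13% in these data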
hgDAF-12 ag: agonists of H. glycines DAF-12 nuclear receptor. HEK293 GAL4-hgDAF12 UAS-luciferase reporter, agonist luminescence; normalized to butyrate control. activation, % at 6.8 µM. hit rate 1.8% among 370,000. AID 687014;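 active means activation above a cutoff set at the mean of all screened compounds plus 3 SD, cut at about 10% in these data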;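 further: 0% = DMSO wells and 100% = sodium butyrate wells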
NPR2 activator: GC-B (human) receptor activation; AID 1920062; activation, % at 10 µM; P20594; HEK293-GC-B cells, CNP EC30, cGMP TR-FRET; 0% at EC30 CNP, 100% saturating CNP; hit rate 0.11% among 370,000;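 active means activation at 10 µM reaching about 35% in either raw or pattern-adjusted values, limit read from the data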
Target sequence (P20594 whole entry, looked up): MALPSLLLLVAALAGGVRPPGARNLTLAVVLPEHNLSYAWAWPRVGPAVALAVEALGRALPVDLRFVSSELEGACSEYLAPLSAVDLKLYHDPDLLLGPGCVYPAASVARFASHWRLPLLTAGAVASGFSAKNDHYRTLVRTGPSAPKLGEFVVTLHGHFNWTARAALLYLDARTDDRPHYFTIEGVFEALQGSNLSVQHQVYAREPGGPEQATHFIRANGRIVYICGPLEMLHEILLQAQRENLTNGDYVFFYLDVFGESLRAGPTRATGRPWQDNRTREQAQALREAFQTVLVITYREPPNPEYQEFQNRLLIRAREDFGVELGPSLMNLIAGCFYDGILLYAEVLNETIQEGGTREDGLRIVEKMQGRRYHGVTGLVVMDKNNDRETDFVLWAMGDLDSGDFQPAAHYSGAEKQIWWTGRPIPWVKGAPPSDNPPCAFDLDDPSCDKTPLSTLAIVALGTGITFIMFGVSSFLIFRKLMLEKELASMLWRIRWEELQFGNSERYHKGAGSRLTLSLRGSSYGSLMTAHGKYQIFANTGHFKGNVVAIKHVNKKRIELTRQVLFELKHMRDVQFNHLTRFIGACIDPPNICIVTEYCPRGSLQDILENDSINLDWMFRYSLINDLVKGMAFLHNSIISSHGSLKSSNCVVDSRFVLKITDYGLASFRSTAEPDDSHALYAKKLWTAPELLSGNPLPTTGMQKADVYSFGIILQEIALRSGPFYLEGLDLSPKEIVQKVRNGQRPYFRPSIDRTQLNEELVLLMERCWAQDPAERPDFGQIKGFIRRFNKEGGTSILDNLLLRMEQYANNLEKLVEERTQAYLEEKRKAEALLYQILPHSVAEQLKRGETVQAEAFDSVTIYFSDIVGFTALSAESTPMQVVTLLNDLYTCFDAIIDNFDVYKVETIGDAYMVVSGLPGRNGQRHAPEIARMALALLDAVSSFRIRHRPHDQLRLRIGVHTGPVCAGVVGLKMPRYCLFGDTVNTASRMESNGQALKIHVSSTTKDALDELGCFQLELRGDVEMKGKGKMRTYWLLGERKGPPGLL
DAX1 inh-2: NR0B1 (DAX1) inhibition; P51843; HEK293 Gal4-DAX1 luciferase reporter, luminescence; inhibition, % at 6.75 µM; hit rate 0.99% among 340,000; AID 504766;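 active means inhibition above the mean over all tested compounds plus 3 SD, cut at about 4.2% in these data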;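 further: 0% = DAX1-transfected cells with DMSO and 100% = empty-vector control cells with DMSO; inhibition shows as a rise in luminescence from relieved DAX1 repression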
ssDAF-12 act: activates DAF-12 receptor from parasite S. stercoralis | HEK293 ssDAF-12/GRIP1 lit1-tk-luc reporter, luminescence; % of 3 µM dafachronic acid response | hit rate 1% among 370,000 | activation, % at 6.8 µM;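 active means activation above the mean over all tested compounds plus 3 SD, cut at about 0.9% in these data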;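 further: 0% = DMSO-only wells and 100% = 3 µM delta7-dafachronic acid wells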
SMARCA2 act: SMARCA2 function activation, primary screen; MG213 cells, MMTV-luciferase reporter, dexamethasone, overnight; activation, % at 9.1 µM; hit rate 1% among 370,000; in the data active means activation above about 7.8%;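 further: 0% = vehicle wells and 100% = reference activator wells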
* marks the source's active call; other numbers are inactive results; . = no result given.

SMILES | NPR1 activator | DAX1 inh-1 | GAA850 FXN act | sPLA2-III inh | hcDAF12 agonist | proKLK7 act | hgDAF-12 ag | NPR2 activator | DAX1 inh-2 | ssDAF-12 act | SMARCA2 act
COc1ccc(NC(=O)CSc2nnc(Cc3ccccc3)c(=O)n2N)cc1OC | -2 | -0.8 | -1.2 | -6 | -2.3 | -0.6 | -2.9 | 2 | -0.8 | -0.4 | 3
CNC(=O)N(C1=NCCCCC1)c1ccc(Br)cc1 | 3 | 0.3 | 3.4 | 3 | -1.1 | 0.5 | 1.0 | 1 | -1.3 | -1.6 | 1
CC1CN(Cc2cc(=O)oc3cc(O)ccc23)CC(C)O1 (stereo unspecified) | -4 | 0.1 | 1.0 | -4 | 0.5 | 46* | -0.4 | 4 | -0.8 | -1.2 | 0
COc1ccc(C2c3c(oc4ccccc4c3=O)C(=O)N2Cc2ccncc2)cc1OC (stereo unspecified) | -1 | -0.3 | . | -2 | -1.1 | 0.8 | -1.4 | -5 | . | -1.2 | -4
C=CCNC(=S)N1CCC(C(N)=O)CC1 | 1 | -0.5 | 0.9 | 12 | 0.4 | 0.2 | -1.0 | -5 | -0.2 | -1.4 | 0
Cc1ccc(NC(=O)CSc2nc(=O)cc(N)n2-c2ccccc2)cc1 | -2 | 0.5 | 0.3 | -2 | -0.4 | -1.4 | -2.6 | 6 | -0.1 | -1.1 | -4
O=C(COC(=O)c1ccc(Br)o1)NCC1CCCCC1 | 2 | -1.6 | -1.6 | -8 | -0.9 | 0.2 | -2.8 | 1 | 0.9 | -1.0 | 3
O=C1c2ccc(-c3ccc4c(c3)C(=O)N(CCO)C4=O)cc2C(=O)N1CCO | 0 | -1.1 | -0.4 | 2 | -1.5 | -42 | 0.2 | 5 | 2.5 | -1.1 | -2
O=C(CCS(=O)(=O)c1ccccc1)Nc1ccc(N2CCOCC2)cc1 | -1 | 0.8 | 1.4 | 1 | -0.1 | 0.7 | -4.0 | 0 | 0.8 | -1.6 | 0
COc1ccc(CC(=O)Nc2ccc(-c3csc(C)n3)cc2)cc1 | -3 | -0.5 | 0.2 | -8 | -1.5 | -0.6 | -0.3 | 2 | -0.8 | -1.4 | -2
Cc1ccc(CN2C(=O)CCC2C(=O)NCc2ccc3c(c2)OCO3)cc1 (stereo unspecified) | -2 | 0.0 | -1.0 | -2 | -1.3 | 0.0 | -2.4 | 1 | -0.3 | -1.1 | 3
CCCn1nc(C(=O)NNC(=O)C2CSC3(C)CCC(=O)N23)c2ccccc2c1=O (stereo unspecified) | 3 | -1.1 | 0.6 | 0 | -1.5 | 0.2 | -2.4 | -4 | 1.9 | -0.5 | -1
CC(=O)NS(=O)(=O)c1ccc(NC(=O)NC2CCCCC2)cc1 | 0 | -0.7 | -1.5 | 3 | 0.0 | -0.2 | 1.6 | 5 | 0.3 | -1.3 | -2
O=C(c1cc(C2CC2)on1)N1CCCC(N2CCN(c3ccc(F)cc3)CC2)C1 (stereo unspecified) | 3 | -3.6 | 0.6 | -2 | -1.8 | 1.2 | -0.2 | -1 | -0.1 | -1.4 | 0
CCN(CC)C(=O)CC[C@H]1CC[C@]2(CCCN(Cc3ccc(Br)cc3)C2)O1 | -6 | -0.4 | . | 16 | -0.1 | -0.6 | -1.3 | -16 | . | -1.5 | 0
Cc1ccc(C(=O)NC(=S)Nc2cccc(NC(=O)c3ccccc3)c2)cc1[N+](=O)[O-] | -4 | -0.4 | 1.9 | 2 | -2.2 | 0.4 | 0.9 | -1 | -1.8 | -1.8 | -4
CCOC(=O)C1=C(CC)Nc2ccccc2N=C1NC(=O)CCNC(C)=O | 4 | 0.4 | 1.7 | 4 | -0.7 | -0.4 | -0.3 | 0 | 0.0 | -1.4 | -2
COc1cccc2c(=O)n(CC(=O)N3CCN(c4ccccc4)CC3)ccc12 | 3 | 0.0 | 1.3 | -3 | -0.3 | 0.1 | -0.4 | 1 | 0.2 | -1.4 | -2
CCNC(=O)C1(C)CCN(C(=O)c2ccc3snnc3c2)C1 (stereo unspecified) | 1 | 0.4 | -2.3 | 0 | 1.2 | -0.1 | 3.3 | 1 | . | -0.9 | 0
COCc1ccc(CN2CCC(n3nccc3NC(=O)C(OC)c3ccccc3)CC2)o1 (stereo unspecified) | -2 | 3.1 | 0.4 | -2 | -0.9 | -0.2 | 2.9 | -2 | 1.1 | -0.6 | 0
O=S1(=O)CC2c3ccccc3CN2CN1CCc1ccccc1 (stereo unspecified) | 4 | -0.2 | . | 4 | 2.6 | 0.4 | 5.7 | 0 | . | -1.3 | -2
COc1ccc(-n2nc(C(=O)NCC(=O)NCCCN3CCCCCC3)c3ccccc3c2=O)cc1Cl | 0 | 0.0 | 0.3 | -2 | -0.6 | -1.0 | -2.9 | 2 | -0.1 | -0.9 | -4
O=C(CN1CCCCCC1)N/N=C/c1cccs1 | 1 | 0.1 | 0.6 | 7 | -0.7 | -0.2 | -1.3 | 1 | 0.4 | -1.9 | -3
C[C@@H]1CN([C@@H](C)CO)C(=O)CCCn2nncc2CO[C@H]1CN(C)S(=O)(=O)c1ccccc1 | 3 | 0.0 | 1.4 | 3 | -1.0 | -0.1 | -2.4 | 2 | -0.1 | -0.8 | 0
O=C(Nc1sc2c(c1C(=O)O)CCC2)c1ccccc1Cl | -8 | -0.3 | 1.1 | -3 | -2.9 | 0.2 | -3.8 | 1 | 1.0 | -1.4 | -5
CCNc1nc(Oc2ccccc2)nc(OC(C)C(=O)OCC)n1 (stereo unspecified) | 1 | -0.5 | 0.3 | 7 | -1.1 | 0.4 | 0.4 | 7 | 1.0 | -0.8 | 2
CC(C)NC(=O)Nc1ccc(Br)cc1Cl | 0 | -1.1 | -0.4 | 15 | -1.5 | 0.0 | -3.5 | -14 | -2.5 | -2.0 | -4
C=CCN1C(=O)C(CC(=O)NCC)SC1=Nc1ccc(S(N)(=O)=O)cc1 (stereo unspecified) | 0 | 1.1 | 1.2 | 1 | 0.3 | 0.1 | 1.6 | 4 | -0.1 | -1.1 | 0
CC(C)(C)c1ccc(Oc2ccc(NC(=O)c3ccccc3C(=O)O)cn2)cc1 | -2 | -1.1 | -12 | 0 | -7.1 | 0.1 | -12 | 0 | . | -3.7 | -10
COCCNc1ncnc2c1ncn2[C@H]1CN(Cc2ccc(-c3ccccc3)cc2)C[C@@H](CO)O1 | 2 | -4.5 | -3.1 | -8 | -1.7 | 1.7 | -5.4 | 4 | . | -1.9 | -3
Cn1cnc(S(=O)(=O)Nc2ccc(C(F)(F)F)cc2)c1 | 1 | 0.0 | 4.3 | 0 | -1.0 | 0.2 | -4.2 | 2 | -0.1 | -1.3 | 1
CN[C@H]1C[C@H]2c3[nH]c4c(-c5cccc(C)c5)cccc4c3CCN2C[C@H]1[C@H](C)O | -9 | -0.3 | . | -6 | -2.0 | 0.3 | -2.6 | -5 | . | -1.6 | -6
COc1ccc(-c2c(C#Cc3ccsc3)c3cc(Br)ccc3n2C)cc1 | -2 | -0.4 | 1.0 | 7 | 0.6 | -0.9 | 0.2 | -1 | 0.3 | -0.8 | 1
O=C(COC(=O)c1ccc(Br)o1)Nc1ccc(S(=O)(=O)N2CCCC2)cc1 | -3 | -0.4 | 3.5 | -12 | -2.1 | -0.4 | 1.4 | 2 | -1.9 | 0.0 | 0
O=C(Cc1cccc(NC(=O)C2CCN(C(=O)C3CCC3)CC2)c1)Nc1cccc(C(=O)N2CCCCC2)c1 | -1 | 1.4 | 0.3 | 0 | 0.0 | 0.5 | 0.5 | 1 | -1.7 | -0.1 | 6
CCN(CC)C(=O)C(=O)c1c(-c2ccccc2)[nH]c2ccccc12 | -1 | -0.6 | -0.1 | 2 | -3.1 | -0.1 | -2.3 | 1 | 0.7 | -0.4 | -2
O=c1nccc(Nc2ccccc2)[nH]1 | 2 | -0.5 | -0.2 | -2 | -0.1 | -0.2 | -2.1 | -3 | 1.2 | -1.1 | -4
Cc1c(C(=O)NCc2ccc(C#N)cc2)sc(=O)n1Cc1ccc(C(=O)N(C)C)cc1 | 0 | -0.3 | -1.1 | 6 | 1.2 | 0.2 | 7.7 | -1 | . | -1.7 | 0
CC(C)c1ccc(NC(=O)CC2Oc3ccccc3NC2=O)cc1 (stereo unspecified) | 4 | -0.3 | 2.0 | -11 | -0.2 | 0.0 | -1.5 | 4 | 1.1 | -0.9 | -4
O=C(CCS(=O)(=O)c1ccc(F)cc1)N1CCN(c2ccccc2)CC1 | -1 | 1.7 | 3.1 | -5 | 1.6 | 0.0 | 6.2 | -2 | 0.6 | -0.3 | 4

Given in CSV form: two of the compounds above.
smiles,NPR1 activator,DAX1 inh-1,GAA850 FXN act,sPLA2-III inh,hcDAF12 agonist,proKLK7 act,hgDAF-12 ag,NPR2 activator,DAX1 inh-2,ssDAF-12 act,SMARCA2 act
CCNc1nc(Oc2ccccc2)nc(OC(C)C(=O)OCC)n1 (stereo unspecified),1,-0.5,0.3,7,-1.1,0.4,0.4,7,1.0,-0.8,2
CC(C)NC(=O)Nc1ccc(Br)cc1Cl,0,-1.1,-0.4,15,-1.5,0.0,-3.5,-14,-2.5,-2.0,-4

Following part.
SMILES | NPR1 activator | DAX1 inh-1 | GAA850 FXN act | sPLA2-III inh | hcDAF12 agonist | proKLK7 act | hgDAF-12 ag | NPR2 activator | DAX1 inh-2 | ssDAF-12 act | SMARCA2 act
Cc1ccc(Nc2c(-c3ccco3)nc3nc(C)cc(C)n23)cc1 | 68* | -0.6 | -0.1 | 2 | 1.2 | 5.2 | -1.5 | 13 | -0.7 | -0.3 | 0
O=C(Nc1cccc([N+](=O)[O-])c1)c1ccc(N2CCCC2=O)cc1 | 1 | 1.1 | 0.7 | 4 | 0.3 | 0.5 | -1.9 | -7 | 2.7 | -0.9 | -1
CNc1nc(-c2ccccc2)cc(-c2ccccc2)n1 | -2 | -0.3 | 0.6 | -3 | -0.6 | -19 | -2.4 | -5 | 3.0 | -1.5 | -3
CCN1CCc2c(sc(NC(=O)c3ccc(S(=O)(=O)N4CCOCC4)cc3)c2C(N)=O)C1 | -2 | 1.4 | 0.7 | -8 | 0.4 | 1.5 | 0.7 | -6 | 0.5 | -0.5 | 4
Cc1nn(Cc2cccc(C(=O)NC(C)c3ccc(C(C)(C)C)cc3)c2)c(C)c1[N+](=O)[O-] (stereo unspecified) | -2 | -0.7 | -1.3 | -21 | -2.4 | -0.4 | -2.9 | 0 | -0.4 | -2.0 | 1
CC1CCC(NC(=O)CCC(=O)N2CC(C)Oc3ccccc32)CC1 (stereo unspecified) | 3 | 0.0 | 2.2 | 9 | 1.1 | -0.1 | 7.0 | 5 | 3.2 | -1.2 | -1
O=C1CC(c2ccccc2)CC(O)=C1C=NCc1ccccc1 (stereo unspecified) | -2 | 1.2 | 3.3 | 2 | -2.4 | 0.2 | 0.0 | -3 | 0.0 | -1.2 | 2
CN(Cc1ccon1)C(=O)CC1C(=O)NCCN1CC(C)(C)C (stereo unspecified) | 2 | -0.3 | 1.9 | -1 | 0.1 | 1.2 | -1.1 | 2 | 1.5 | -1.0 | 2
CCOc1ccccc1NS(=O)(=O)c1ccc2[nH]c(=O)[nH]c2c1 | -3 | -0.1 | 0.0 | -6 | -1.0 | -0.7 | -1.7 | -4 | -0.8 | -0.1 | 2
Cc1ccc(S(=O)(=O)N2CCCCC2)cc1NC(=O)c1cc(=O)[nH]c2ccccc12 | 1 | -0.1 | 0.3 | 6 | -0.8 | 1.2 | -0.8 | 2 | -0.2 | -0.8 | -3
